TDP-43 yeast inh: qHTS of TDP-43 Inhibitors | TDP-43 expressing yeast growth rescue, BacTiter-Glo, 24 h | Potency, µM (doses to about 46.1 µM), for the others: at the highest dose growth rescue (activation), actives largely listed as activators | 410,000 compounds, 1.8% hits; further: % of control where 0% means no effect; nearly all actives have a fitted effect of over 50% in size
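Readout is BacTiter-Glo luminescence of cell growth, so inhibitors register as activators. TDP-43-expressing yeast at OD600=0.02 in galactose medium, after raffinose pregrowth to mid-log, were incubated with compound for 24 hr at 30 deg C.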
GLP1R cytotox: qHTS of GLP-1 Receptor Inverse Agonists: Cytotox Screen | HEK293 cAMP-luciferase reporter cells, luminescence, 24 h | Potency, µM (titrated, usually from 38.3 µM), for the others: at the highest dose activity change, negative = inhibition, actives largely listed as inhibitors | 410,000 compounds, 0.13% hits | AID 624418, 2012;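 further: loss of luciferase light is scored as toxicity; on the % scale 0 is the no-effect control and ±100 the full control effect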
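Compound-treated cells are incubated 24 hr at 37 deg C under 5% CO2 after a 12 hour attachment period, then luciferase detection reagent is added and luminescence is measured following 12 min at room temperature; lowered signal indicates toxicity.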
SW480 rereplic: A quantitative high throughput screen for small molecules that induce DNA re-replication in SW480 colon adenocarcinoma cells | SW480 DNA re-replication, Hoechst DNA content imaging, 48 h | Potency, µM (series often up to 46.1 µM), for the others: at the top dose re-replication activation, actives largely listed as activators | 340,000 compounds, 1.8% hits; further: % of control where 0% means no effect; nearly all actives have a fitted effect of over 55% in size
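Per well, 250 cells were exposed to pinned compound for 48 hr. Nuclear DNA was visualised with Hoechst (40 min, 37 C) and total object intensity recorded by fluorescence scanning.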
HT1080 IDH1KD tx: qHTS for induction of synthetic lethality in tumor cells producing 2HG: qHTS for the HT-1080-IDH1KD cell line | HT-1080 IDH1 knockdown viability, ATP luminescence, 48 h | AID 686971, 2013 | 360,000 compounds, 2% hits | Potency, µM (doses to about 46.1 µM), without a hit: at the top dose activity, negative = toxicity, actives largely listed as cytotoxic;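 further: 0% = DMSO wells and -100% = cell-free medium wells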
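Knockdown cells (IDH1KD HT-1080) received compounds 2 h after plating at 750 cells/well and were kept 48 h at 37 °C in 5% FBS RPMI. A CellTiter-Glo luminescence read gave % activity for curve fitting.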
KB-V1 cytotox: qHTS assay for MDR1-selective chemotherapeutics: Primary screen using the drug-selected MDR subline cells KB-V1. 400,000 compounds, 3.4% hits. Potency, µM (doses to about 46.1 µM), inactives show top-dose activity change, negative = cytotoxicity, usual class: cytotoxic. AID 1347076, 2019. KB-V1 MDR cells viability, CellTiter-Glo, 72 h; further: on the % scale 0 is the no-effect control and ±100 the full control effect; nearly all actives have a fitted effect of over 60% in size
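Compound-treated KB-V1 multidrug-resistant cells, 72 h, 37 degrees C; viability by CellTiter-Glo. Fitted qHTS curves give the values.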
GLP1R inv ag: qHTS of GLP-1 Receptor Inverse Agonists (Inhibition Mode); Glucagon-like peptide 1 receptor (Homo sapiens), P43220; AID 624417, 2012; 410,000 compounds, 1.6% hits; Potency, µM (doses to about 38.3 µM), without a hit: at the highest dose activity change, negative = inhibition, hits mostly inhibitors; HEK293 GLP-1R CRE-luciferase, luminescence, 24 h; GLP-1R form is constitutively active; further: on the % scale 0 is the no-effect control and ±100 the full control effect; nearly all actives have a fitted effect of over 55% in size
Target sequence (P43220 whole entry, looked up): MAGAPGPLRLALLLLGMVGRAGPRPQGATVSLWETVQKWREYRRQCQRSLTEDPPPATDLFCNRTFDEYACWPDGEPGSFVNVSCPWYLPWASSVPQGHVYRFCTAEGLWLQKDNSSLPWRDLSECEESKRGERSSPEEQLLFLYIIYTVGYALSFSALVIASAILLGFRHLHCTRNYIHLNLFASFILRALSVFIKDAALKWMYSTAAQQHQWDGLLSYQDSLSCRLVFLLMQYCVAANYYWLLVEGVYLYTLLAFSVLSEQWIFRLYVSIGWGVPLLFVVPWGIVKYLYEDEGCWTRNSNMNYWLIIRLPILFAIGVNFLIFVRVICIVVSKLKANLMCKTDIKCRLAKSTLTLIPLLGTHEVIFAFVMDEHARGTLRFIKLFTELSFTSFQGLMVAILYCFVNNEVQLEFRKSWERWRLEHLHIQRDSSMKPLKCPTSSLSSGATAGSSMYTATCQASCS
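GLP-1R inverse agonism mode: basal reporter luminescence in engineered HEK293 cells measured after one day of compound exposure at 37 deg C, with a 12 min room-temperature detection step.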
KB-3-1 cytotox: qHTS assay for MDR1-selective chemotherapeutics: Primary screen using the parental adenocarcinoma cell KB-3-1. KB-3-1 viability, CellTiter-Glo ATP luminescence, 72 h. Potency, µM (top dose mostly 46.1 µM), without a hit: top-dose activity change, negative = cytotoxic, hits mostly cytotoxic. 400,000 compounds, 1.4% hits. AID 1347075, 2019; further: on the % scale 0 is the no-effect control and ±100 the full control effect; nearly all actives have a fitted effect of over 60% in size
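Using CellTiter-Glo luminescence, growth of non-resistant KB-3-1 adenocarcinoma cells is assessed 72 h after pin-tool compound addition at 37 °C. Normalized responses across the concentration series yield fitted curves.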
GLP-1R agonist: qHTS of GLP-1 Receptor Agonists; Glucagon-like peptide 1 receptor (Homo sapiens), P43220; HEK293 GLP-1R CRE-luciferase, luminescence, 4-6 h; cells express a hypersensitive GLP-1R form; Potency, µM (titrated, usually from 45.6 µM), for inactives: top-dose activation, hits mostly activators; 380,000 compounds, 0.007% hits; AID 624172, 2012; further: % of control where 0% means no effect
HT1080NT lethal: qHTS for induction of synthetic lethality in tumor cells producing 2HG: qHTS for the HT-1080-NT fibrosarcoma cell line. HT-1080-NT fibrosarcoma viability, CellTiter-Glo ATP luminescence, 48 h. Potency, µM (series often up to 46.1 µM), for inactives: at the highest dose activity, negative = less viability, actives largely listed as cytotoxic. 360,000 compounds, 1.6% hits;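 further: NT is the 2HG producing partner of a matched IDH1 knockdown line; 0% = DMSO-treated cells and -100% = media-only wells without cells; nearly all actives have a fitted effect of over 55% in size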
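Read-out is CellTiter-Glo luminescence after 10 minutes at room temperature, following 48 hours' compound treatment of HT-1080-NT cells (750 cells/well, RPMI, 5% FBS, 37 degrees C).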
Starred values were filed as active, the others as inactive; ? = inconclusive; · = not tested or not shown; [ ] = remark or other dose. The call rests on the fitted dose curve; in most records, active means well fitted curve in the direction sought with a large enough effect; inconclusive means small, poorly fitted or top-dose-only effect, or another doubt; inactive means no such curve, though single readings can be large; an effect the other way counts as inactive or inconclusive. Potency means the concentration at half of the fitted maximal effect.

SMILES	TDP-43 yeast inh	GLP1R cytotox	SW480 rereplic	HT1080 IDH1KD tx	KB-V1 cytotox	GLP1R inv ag	KB-3-1 cytotox	GLP-1R agonist	HT1080NT lethal
CC1=C(C#N)C(Nc2cccc(C)n2)(C(F)(F)F)C(=O)N1 (stereo not drawn)	21.9%	-4.3%	-13.7%[9.22 µM]	9.2%	17.9%	0.3%	0.0%	-8.2%	7.8%
COc1ccc(C2c3c4c(n(C)c3CCN2C)CCN(C)C4c2ccc(OC)cc2)cc1 (stereo not drawn)	-7.5%	?	?	?	-18.3%	0.0%	5.2%	24.9%	?
O=C(Nc1ccncc1)c1cc(S(=O)(=O)N2CCN(c3ccccc3)CC2)ccc1Cl	23.1%	10.9%	0.4%	-13.4%	-12.5%	?	-18.3%	-9.4%	-1.7%
CCOC(=O)C1CCCN(c2c(C(=O)c3ccccc3)cnc3ccc(F)cc23)C1 (stereo not drawn)	29.9%	5.4%	·	·	0.0%	-16.4%	6.4%	·	·
CCn1c(SCC(=O)NCc2ccco2)nc2ccccc2c1=O	18.3%	-9.7%	1.6%	1.1%	-10.9%	-7.6%	-9.1%	12.0%	3.0%
Brc1ccccc1CN1CCC(Cc2ccccc2)CC1	-10.1%	-9.2%	1.4%	?	0.0%	?	-0.2%	1.1%	?
O=C1N/C(=C/c2ccc(N3CCCC3)cc2)C(=O)N1c1ccccc1	-16.9%	-5.5%	?	-8.3%	-18.1%	13.3%	1.0%	2.0%	-7.2%
O=C(NNS(=O)(=O)c1ccc(F)cc1)c1ccc(S(=O)(=O)N2CCCCC2)cc1	1.4%	2.6%	-9.6%	-0.4%	13.6%	-10.6%	12.5%	4.9%	-2.7%
Cc1nc2ccc(S(=O)(=O)Nc3cc(-c4nc5cccnc5s4)ccc3C)cc2s1	-13.9%	1.7%	23.1µM*	?	?	?	?	9.5%	?
COc1ccc(-c2csc3ncnc(N4CCN(c5ccc(OC)cc5)CC4)c23)cc1	11.2µM*	-4.0%	-32.8%[inhibitor]	-0.6%	-22.5%	?	?	2.0%	-27.5%
CCOc1ccccc1N(C)S(=O)(=O)c1ccc2[nH]cc(C(=O)N(CCOC)CCOC)c(=O)c2c1	-6.4%	4.2%	-4.0%	21.4%	0.0%	2.3%	-1.2%	7.3%	27.2%
Cc1nc2nc(-c3cccnc3)nn2c(C)c1Cl	17.3%	-8.2%	-1.8%	-1.3%	0.2%	21.4%	-1.5%	-1.6%	-2.5%
Cc1ccc(S(=O)(=O)N(C)C)cc1NC(=O)c1ccncc1	5.9%	10.9%	-65.0%[inhibitor]	1.8%	?	-13.6%	0.5%	-3.8%	17.9%
CC(=O)c1cccc(-n2nnnc2SCC(=O)Nc2cc(C)on2)c1	3.8%	-1.9%	1.4%	0.9%	20.8%	-0.4%	5.6%	11.9%	19.4%
Cc1cc(C)cc(NC(=S)N2CCC(NC(=O)C3CC3)CC2)c1	-15.9%	-3.6%	11.1%	1.7%	-2.5%	-1.7%	-0.9%	9.1%	7.2%
COc1cc(OC)c(NC2=CC(=O)C(=O)c3ccccc32)cc1Cl	-6.5%	-18.2%	?	8.2µM*	4.11µM*	-18.2%	4.61µM*	-4.8%	20.6µM*
CCn1c(SCC(=O)N2CCCC2)nnc1-c1ccc(S(=O)(=O)N2CCCCCC2)cc1	0.0%	6.3%	-11.8%	6.1%	?	-0.8%	-0.6%	1.3%	2.5%
Cn1c(=O)c2c(nc(CN3CCN(C(=O)c4ccco4)CC3)n2Cc2cccc(Cl)c2)n(C)c1=O	0.0%	-7.7%	-9.7%	2.6%	-6.2%	0.0%	12.1%	0.1%	1.8%
COc1ccc(C(C)=O)cc1COc1cc(C)c(Cl)c(C)c1	8.9%	4.8%	-5.0%	-14.3%	0.5%	-11.5%	-7.3%	10.5%	6.5%
Cc1cc(NC(=O)CSc2nnc(C3CC3)n2-c2ccccc2)no1	2.0%	1.2%	-13.8%	0.2%	-26.6%	4.6%	-8.7%	0.0%	-0.3%

Whole records as entered above:
`Cc1nc2ccc(S(=O)(=O)Nc3cc(-c4nc5cccnc5s4)ccc3C)cc2s1` in the list: TDP-43 yeast inh: -13.9%; GLP1R cytotox: 1.7%; SW480 rereplic: 23.1µM*; HT1080 IDH1KD tx: ?; KB-V1 cytotox: ?; GLP1R inv ag: ?; KB-3-1 cytotox: ?; GLP-1R agonist: 9.5%; HT1080NT lethal: ?
`Cc1ccc(S(=O)(=O)N(C)C)cc1NC(=O)c1ccncc1` in the list: TDP-43 yeast inh: 5.9%; GLP1R cytotox: 10.9%; SW480 rereplic: -65.0%[inhibitor]; HT1080 IDH1KD tx: 1.8%; KB-V1 cytotox: ?; GLP1R inv ag: -13.6%; KB-3-1 cytotox: 0.5%; GLP-1R agonist: -3.8%; HT1080NT lethal: 17.9%

Later entries.
SMILES	TDP-43 yeast inh	GLP1R cytotox	SW480 rereplic	HT1080 IDH1KD tx	KB-V1 cytotox	GLP1R inv ag	KB-3-1 cytotox	GLP-1R agonist	HT1080NT lethal
O=C(N/N=C/C(Br)=C/c1ccccc1)c1ccncc1	0.0%	?	?	?	4.6%	?	1.8%	0.0%	-18.6%
CC(C)Cc1nnc(NC(=O)CCC(=O)NC2CC2)s1	24.3%	-1.7%	6.2%	0.4%	?	10.6%	3.1%	4.7%	5.3%
Cc1cc2nc(-c3cccc(Br)c3)c(CC3CCCCC3)n2c(C)c1Br	?	4.6%	·	-14.7%	-4.8%	-16.3%	-12.1%	-4.0%	3.1%
O=C(Nc1ncnc2sc3c(c12)CCCCC3)c1ccco1	-8.8%	-2.6%	?	-9.1%	-9.0%	22.4%	-19.9%	3.9%	-3.0%
O=C(Cc1ccc([N+](=O)[O-])cc1)Nc1ccc2c(c1)C(=O)NC2=O	13.3%	3.1%	-2.1%	?	5.8%	-10.5%	-8.5%	2.4%	-14.0%
O=C(CS(=O)(=O)c1ccc(F)cc1)Nc1nnc(-c2cccs2)o1	-4.5%	-8.2%	-85.0%[inhibitor]	-1.0%	11.5%	2.3%	7.3%	-0.4%	7.3%
COc1ccc(S(=O)(=O)N2CCOCC2)cc1NC(=O)c1ccccc1C	-7.8%	-11.2%	1.8%	-1.5%	3.1%	3.0%	-1.2%	7.7%	4.1%
CC(C)OC(=O)CSc1nnc(-c2ccco2)n1N	13.4%	1.8%	-1.5%	4.9%	26.4%	4.7%	16.6%	1.4%	-2.0%
O=C(CN1C(=O)c2ccccc2C1=O)OCC(=O)N1CCN(c2ccccc2)CC1	11.8%	10.5%	0.1%	-1.0%	10.4%	0.7%	6.7%	-15.6%	-2.5%
COc1ccc(C2=NN(C(=S)Nc3ccccc3)C(c3ccccc3)C2)cc1 (stereo not drawn)	19.0%	11.7%	-1.6%	10.1%	-26.4%	?	-6.6%	-13.0%	15.5%
COc1ccc(C(=O)Nc2ccc(Cl)cc2C(=O)NCc2ccco2)cc1	-3.1%	-10.8%	3.6%	-2.3%	?	27.6%	?	-4.9%	-28.1%
CCCCCn1nnnc1C1(C)CCC(=O)N1Cc1ccco1 (stereo not drawn)	19.2%	2.3%	·	13.5%	2.7%	17.3%	2.2%	·	23.7%
CCCN(CC(=O)Nc1ccc(Cl)cc1Cl)C(=O)/C=C/c1cccc([N+](=O)[O-])c1	3.1%	?	4.0%	-5.5%	0.0%	?	-9.0%	-0.7%	-3.5%
CN(c1ccccc1)S(=O)(=O)c1cccc(C(=O)Nc2cccc(C(=O)NC3CC3)c2)c1	5.2%	-8.6%	13.7%	1.5%	?	-28.1%	-1.2%	-2.9%	5.5%
S=c1[nH]nc(-c2ccc(Br)cc2)n1-c1ccc(Br)cc1	14.6%	0.2%	6.9%	-0.2%	-0.1%	11.5%	2.9%	1.9%	4.4%
CCC(=O)N(Cc1cc2ccc(C)cc2n2nnnc12)C1CCCCC1	?	-9.0%	-1.4%	-1.7%	-2.0%	?	2.4%	-1.9%	-11.7%
CC(Nc1ccccc1)c1cccnc1 (stereo not drawn)	3.1%	17.4%	-4.4%	1.2%	35.2%	3.3%	-2.8%	-4.3%	-9.8%
CCN(c1cccc(C)c1)S(=O)(=O)c1ccc2[nH]c(=O)c(=O)[nH]c2c1	-9.9%	8.4%	-5.3%	-18.6%	-1.9%	0.0%	2.1%	-8.8%	8.7%
COc1cccc(CNc2nc3nc(C)cc(C)n3n2)c1	20.2%	-0.9%	0.4%	11.0%	-7.4%	20.2%	-0.8%	6.7%	9.7%
NC1=NS(=O)(=O)NC1c1ccc(F)cc1 (stereo not drawn)	-2.1%	-3.8%	-1.2%	9.4%	7.0%	2.3%	?	14.1%	13.1%
c1csc(-c2noc(CN3CCc4sccc4C3)n2)c1	4.2%	0.0%	-3.1%	10.9%	?	8.7%	6.3%	0.6%	19.4%
COC(=O)c1c(C(=O)OC)c(-c2ccc(OC)cc2)n2c1CCC2	29.5%	-20.4%	2.3%	7.8%	18.8%	-6.9%	0.4%	12.4%	8.5%
O=C(NCc1cccs1)c1cc(-c2ccccc2)nc2ccccc12	20.7%	-20.7%	1.6%	-0.6%	?	?	-20.8%	-0.3%	-4.1%
Cc1ccc(S(=O)(=O)c2nnn3c2nc(N2CCC(C)CC2)c2cc(Cl)ccc23)cc1C	7.4%	0.0%	·	·	-14.1%	5.2%	-10.0%	·	·
Cc1ccc(NC(=O)Cn2ccc(=O)[nH]c2=O)cc1	0.3%	3.2%	-7.6%	5.0%	9.2%	31.3%[activator]	10.9%	1.7%	6.2%
Cc1ccc(S(=O)(=O)N2CCOCC2)cc1NC(=O)COC(=O)c1ccccc1OCc1c(C)noc1C	28.3%	4.0%	1.0%	19.5%	6.1%	-7.1%	11.2%	3.1%	17.1%

Compound activity: PubChem BioAssay, National Center for Advancing Translational Sciences (NCATS)
